SUMO1 PPI mod: modulators of SUMO1 protein-protein interactions, primary screen, biochemical, uHTS; SUMO1 binding to a labelled peptide, TR-FRET, 1 h; Small ubiquitin-related modifier 1 (Homo sapiens), P63165; hit rate 0.33% among 360,000; inhibition, % at 20 µM; in the data active = inhibition above about 37%
Rpn11 inh: Rpn11 (PSMD14) deubiquitinase inhibitors, primary screen, biochemical, fluorescence polarization, uHTS | 26S proteasome non-ATPase regulatory subunit 14 (Homo sapiens), O00487 | human 26S proteasome, Ub4-pepOG fluorescence polarization; 20S core pre-blocked with epoxomicin | calls only at 20 µM | hit rate 0.59% among 360,000;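 active = inhibition at 20 µM, scaled to each plate's controls, above about 33%, limit read from the data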
LMPTP block: LMPTP phosphatase inhibitors, primary screen, biochemical, fluorescence intensity, uHTS; AID 651560, 2012; recombinant LMPTP-A, OMFP fluorogenic substrate; hit rate 0.22% among 360,000; inhibition, % at 20 µM; Low molecular weight phosphotyrosine protein phosphatase (Homo sapiens), P24666;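 active = compounds that cut the enzyme signal by at least half of the control window in the single-dose screen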;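 note: plate controls were DMSO wells with enzyme plus substrate for no effect and substrate without enzyme for full effect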
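Test system: LMPTP-A phosphatase enzyme; input: 0.625 nM LMPTP-A final; reagent: OMFP substrate, 400 µM final; compound dosing: 20 µM single dose, 3% DMSO; incubation: 50 min dark incubation at room temperature; measured by: endpoint fluorescence intensity from OMFP dephosphorylation; measure: % inhibition relative to no-enzyme and uninhibited control wells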
NadD inh: inhibitors of S. aureus NadD, primary screen, biochemical, colorimetric, uHTS; inhibition, % at 20 µM; hit rate 0.78% among 360,000; purified NadD enzyme, colorimetric absorbance read-out; AID 602399, 2012; Nicotinate-nucleotide adenylyltransferase NadD (Staphylococcus aureus N315); in the data active = inhibition above about 26%; note: some compounds past the cut are filed as inactive
Neddyl block: inhibitors of cullin neddylation, primary screen, biochemical, TR-FRET, uHTS, NAE and Ubc12 | NEDD8-conjugating enzyme Ubc12 (Homo sapiens) + NEDD8-activating enzyme E1 regulatory … | calls only at 25 µM | hit rate 0.58% among 360,000 | AID 651699, 2012; in the data active = inhibition above about 36%
Target sequence (P61081 whole entry, looked up): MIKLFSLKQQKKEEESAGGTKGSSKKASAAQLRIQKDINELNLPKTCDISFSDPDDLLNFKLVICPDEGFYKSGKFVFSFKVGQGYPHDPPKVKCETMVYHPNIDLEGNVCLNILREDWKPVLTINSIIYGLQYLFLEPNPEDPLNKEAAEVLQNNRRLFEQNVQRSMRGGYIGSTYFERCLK
Target sequence (Q13564 whole entry, looked up): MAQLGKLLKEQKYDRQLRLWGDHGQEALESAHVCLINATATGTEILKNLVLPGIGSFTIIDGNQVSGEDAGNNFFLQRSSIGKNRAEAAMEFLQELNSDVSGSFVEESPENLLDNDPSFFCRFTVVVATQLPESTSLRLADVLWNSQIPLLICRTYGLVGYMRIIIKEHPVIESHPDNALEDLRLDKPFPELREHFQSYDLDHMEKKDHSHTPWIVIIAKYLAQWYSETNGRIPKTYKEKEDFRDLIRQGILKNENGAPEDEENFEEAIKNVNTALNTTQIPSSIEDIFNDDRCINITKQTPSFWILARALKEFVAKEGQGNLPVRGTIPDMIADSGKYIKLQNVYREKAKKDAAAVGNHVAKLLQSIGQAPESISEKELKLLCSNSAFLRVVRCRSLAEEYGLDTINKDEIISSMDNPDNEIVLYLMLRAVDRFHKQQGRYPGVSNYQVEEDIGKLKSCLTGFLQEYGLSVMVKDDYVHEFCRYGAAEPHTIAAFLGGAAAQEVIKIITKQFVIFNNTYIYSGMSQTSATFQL
STEP block: STEP phosphatase inhibitors, primary screen, biochemical, fluorescence intensity, uHTS; recombinant STEP, OMFP fluorogenic substrate; Tyrosine-protein phosphatase non-receptor type 5 (Homo sapiens), P54829; AID 588621, 2011; hit rate 0.25% among 360,000; inhibition, % at 20 µM;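 active = inhibition at 20 µM, scaled per plate between control wells, above about 37%, limit read from the data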;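 note: 0% = DMSO with enzyme and substrate and 100% = substrate only without enzyme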
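System: isolated STEP enzyme; schedule: 20 min enzyme reaction at room temperature, protected from light; medium: Bis-Tris buffer pH 6.0, 2.5 mM DTT, 0.005% Tween 20; signal: fluorescence, 480/540 nm; dosing: single compound dose of 20 µM, 1% DMSO final; also added: OMFP substrate, 25 µM final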
DNMT1 block: human DNMT1 methyltransferase inhibitors, primary screen, biochemical, molecular beacon, fluorescence, HinP1I cleavage, uHTS | DNA (cytosine-5)-methyltransferase 1 (Homo sapiens), P26358 | inhibition (reported as % activation of signal), % at 10 µM | hit rate 0.83% among 360,000; in the data active = inhibition above about 50%
Rin1-Abl PPI inh: inhibitors of Rin1-Abl protein binding, primary screen, biochemical, TR-FRET | Tyrosine-protein kinase ABL1 (Homo sapiens) + Ras and Rab interactor 1 (Homo sapiens), … | inhibition, % at 7.35 µM | hit rate 0.4% among 360,000; in the data active = inhibition above about 5%, passing the limit was not always enough
CSN inh: inhibitors of CSN-mediated cullin deneddylation, primary screen, biochemical, fluorescence polarization, uHTS | COP9 signalosome complex subunit 5 (Homo sapiens), Q92905 | Purified CSN, SCF-Nedd8-OG deneddylation | inhibition, % at 12.5 µM | hit rate 0.38% among 360,000;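 active = pattern-corrected inhibition above about 35%, with an unprinted fluorescence ratio check between 0.5 and 1.5, limit read from the data, passing the limit was not always enough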;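 note: 0% = enzyme with substrate and 100% = substrate without enzyme; some results filed as inactive read as strong as hits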
Target sequence (Q92905 whole entry, looked up, one chain of several): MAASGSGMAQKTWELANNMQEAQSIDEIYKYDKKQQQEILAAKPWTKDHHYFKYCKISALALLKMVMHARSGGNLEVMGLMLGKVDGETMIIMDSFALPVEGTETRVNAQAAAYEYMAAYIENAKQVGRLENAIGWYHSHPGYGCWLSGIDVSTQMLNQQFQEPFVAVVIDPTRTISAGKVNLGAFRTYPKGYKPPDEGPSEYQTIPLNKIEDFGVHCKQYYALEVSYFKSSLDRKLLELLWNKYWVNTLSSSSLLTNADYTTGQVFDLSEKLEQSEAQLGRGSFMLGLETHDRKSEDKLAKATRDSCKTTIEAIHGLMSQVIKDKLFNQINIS
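Assay system: purified human Csn5 enzyme expressed in HEK293T cells; measure: % inhibition; also added: SCFSkp2-Nedd8OG substrate at 10 nM final; technique: fluorescence polarization; times: reaction 90 min, room temperature; medium: Tris buffer pH 7.5, NaCl, DTT, Tween-20, trehalose, ovalbumin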
Scp-1 inhibitor: Scp-1 phosphatase inhibitors, primary screen, biochemical, colorimetric, uHTS. Recombinant Scp1, phosphopeptide, malachite green phosphate absorbance. hit rate 0.88% among 340,000. Carboxy-terminal domain RNA polymerase II polypeptide A small phosphatase 1 (Homo …. inhibition, % at 20 µM;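 active = inhibition above about 50% at 20 µM, limit read from the data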;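 note: plate controls were DMSO wells with enzyme for no effect and wells lacking enzyme for full effect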
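Times: enzyme reaction 45 min at room temperature, colour 5 min, stabilisation 30 min. Material: SCP-1 catalytic fragment, aa 76-261. Medium: Acidic Tris acetate buffer with magnesium and detergent. Signal: colorimetric free-phosphate detection, absorbance 630 nm. Read-out basis: % inhibition of SCP-1 phosphate liberation. Reagent: Phosphorylated 17-residue peptide substrate.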
Numbers without * were called inactive; i = inactive; . = not tested or not shown; + = active, no number.

SMILES	SUMO1 PPI mod	Rpn11 inh	LMPTP block	NadD inh	Neddyl block	STEP block	DNMT1 block	Rin1-Abl PPI inh	CSN inh	Scp-1 inhibitor
Cn1c(=O)c2c(SCC(=O)NCC3CCCO3)nc(-c3ccccc3Cl)nc2n(C)c1=O (stereo not given)	-3	i	-1.0	0	i	-1	2	1	3	-6
O=C(N/N=C/c1ccccc1O)C1CCCC1	5	i	-1.2	-3	+	-1	2	1	-4	-10
CCN(CC)CCCn1c(=S)[nH]c2cc(OC)c(OC)cc2c1=O	3	i	-1.7	-2	i	4	6	-1	1	0
COc1ccc2c(c1)c(C(=O)CN1CCN(C(=O)c3ccco3)CC1)c(C)n2C	2	i	0.9	2	i	-3	4	-2	0	2
Cc1ccc(S(=O)(=O)N(C)c2ccc3ccccc3c2)cc1	10	i	3.5	-8	i	2	2	1	-2	-9
Cc1cccc(C2NC(c3cccc(C)c3)C(C)C(=O)C2C)c1 (stereo not given)	1	i	0.3	-6	i	0	4	-2	5	2
CC(C)CC1Nc2ncnc(N3CCOCC3)c2N(Cc2ccc(Br)cc2)C1=O (stereo not given)	2	i	0.7	3	i	2	1	2	5	-6
O=S(=O)(c1ccc(NCCc2c[nH]c3ccccc23)nc1)N1CCOCC1	3	i	0.0	0	i	0	-6	1	2	5
O=C(Nc1ccc([N+](=O)[O-])cn1)c1cccnc1	-29	i	-2.9	15	i	-2	-1	2	1	-1
Cc1ccc(C(=O)NCc2ccc3c(c2)OCO3)cc1C	0	i	0.1	-11	i	2	0	3	0	-2
CSC1CCCCC1(O)CSc1nc2ccccc2o1 (stereo not given)	-6	i	1.5	2	i	0	-3	0	0	-7
CCCN(C(=O)CSc1cc(-c2ccccc2)c2ccc(OC)cc2n1)C1CCS(=O)(=O)C1 (stereo not given)	0	i	2.9	1	i	-2	-7	-5	-4	2
CC(C)C(=O)N1CCc2cc(-c3csc(N)n3)ccc21	-3	i	9.9	9	i	3	-19	0	10	-4
C/C(=N\NC(=S)NCc1ccccc1)c1cccs1	-4	i	1.5	4	i	-2	0	0	2	2
Cc1noc(C)c1C(=O)Nc1ccc(Cl)cc1C(F)(F)F	-2	i	-1.3	2	i	3	-1	4	3	2

Some entries already given, reduced to DNMT1 block and Rin1-Abl PPI inh.
molecule	DNMT1 block	Rin1-Abl PPI inh
Cc1ccc(C(=O)NCc2ccc3c(c2)OCO3)cc1C	0	3
CSC1CCCCC1(O)CSc1nc2ccccc2o1 (stereo not given)	-3	0
CCCN(C(=O)CSc1cc(-c2ccccc2)c2ccc(OC)cc2n1)C1CCS(=O)(=O)C1 (stereo not given)	-7	-5
CC(C)C(=O)N1CCc2cc(-c3csc(N)n3)ccc21	-19	0

Structures above that bear a hit mark in Neddyl block.
SMILES	SUMO1 PPI mod	Rpn11 inh	LMPTP block	NadD inh	Neddyl block	STEP block	DNMT1 block	Rin1-Abl PPI inh	CSN inh	Scp-1 inhibitor
O=C(N/N=C/c1ccccc1O)C1CCCC1	5	i	-1.2	-3	+	-1	2	1	-4	-10

(next part)
SMILES	SUMO1 PPI mod	Rpn11 inh	LMPTP block	NadD inh	Neddyl block	STEP block	DNMT1 block	Rin1-Abl PPI inh	CSN inh	Scp-1 inhibitor
Cc1ccccc1NC(=O)c1cccc(S(=O)(=O)Oc2ccc([N+](=O)[O-])cc2)c1	-17	i	1.5	-8	i	2	2	0	-1	-9
COc1ccc(CCNC(=O)C2CCN(S(C)(=O)=O)CC2)cc1	-3	i	0.6	-1	i	0	1	2	5	-2
NC(=O)C1C2C=CC(C2)C1c1ccccc1 (stereo not given)	6	i	-4.2	0	i	-2	0	1	7	-8
Nc1cc(S(=O)(=O)Nc2ccc(Br)cc2)ccc1Cl	-4	i	1.6	-7	i	-9	0	-1	0	-12
COc1ccccc1CCc1nnc(CCC(=O)N(C)Cc2cccc3cnccc23)o1	-3	i	-1.3	-6	i	-1	2	3	1	2
Cc1nc2scc(C)n2c(=O)c1S(=O)(=O)N1CCN(c2ccccc2)CC1	-2	i	0.7	-1	i	-2	4	0	0	1
COc1ccc(CNC(=O)CN(C)S(=O)(=O)c2ccc3c(c2)c(=O)n(C)c(=O)n3C)cc1	19	i	-0.2	-5	i	0	2	0	-4	1
O=C(NC(=S)N1CCCC1)c1ccc(Cl)cc1Cl	2	i	0.1	1	i	2	1	0	1	-5
CCN(CC)S(=O)(=O)c1cccc(NC(=O)C2CC(=O)N(c3ccc4c(c3)OCCO4)C2)c1 (stereo not given)	1	i	0.2	-4	i	0	-2	1	-4	-6
COc1ccc(C(CNC(=O)c2oc3ccc(Cl)cc3c2C)N2CCCCC2)cc1 (stereo not given)	-1	i	1.0	-8	i	-1	3	-4	0	5
COc1nc(-c2ccccc2)ccc1-c1noc(C)n1	-6	i	-3.3	-3	i	-4	5	1	-4	-2
Cc1ccc2cc(CCNC(=O)c3ccc(S(=O)(=O)N4CCCCC4)cc3)c(=O)[nH]c2c1	5	i	0.9	3	i	1	-3	0	1	-13
COC(=O)C1=C(C)NC(=O)/C1=C\c1ccco1	-7	i	1.3	4	i	-2	2	-5	3	12
Cc1cc(S(=O)(=O)Nc2ccc(F)cc2)c(C)s1	8	i	1.3	-3	i	-2	2	-2	-1	-2
CC(C)(C)c1nnc(NC(=O)CCS(=O)(=O)Cc2ccccc2)s1	1	i	0.4	0	i	1	-1	-2	3	-10

Copied from the list:
Value for `Cc1nc2scc(C)n2c(=O)c1S(=O)(=O)N1CCN(c2ccccc2)CC1` in NadD inh: -1
Value for `Nc1cc(S(=O)(=O)Nc2ccc(Br)cc2)ccc1Cl` in STEP block: -9

Other results
SMILES	SUMO1 PPI mod	Rpn11 inh	LMPTP block	NadD inh	Neddyl block	STEP block	DNMT1 block	Rin1-Abl PPI inh	CSN inh	Scp-1 inhibitor
CCCC(CCC)C(=O)OC1C[C@H]2CC[C@@H](C1)[N+]2(C)C (stereo not given in full)	2	i	-1.8	1	i	-4	1	-1	-1	-9
COc1ccccc1NC(=O)CSc1nncn1-c1cccnc1	2	i	-0.1	4	i	0	-2	1	1	3
CC(C)COC(=O)CCNc1n[nH]c(=O)[nH]c1=O	1	i	-0.3	1	i	0	4	-1	-2	-2
COc1ccc(S(=O)(=O)NCc2ccncc2)cc1NC(=O)c1ccccc1C	-1	i	-0.3	0	i	0	-4	0	-5	-5
CC1(C)NC(=O)C(CCc2ccccc2)NC1=O (stereo not given)	9	i	-1.5	-2	i	2	9	4	1	.
Cc1csc(NC(=O)CCCc2cccs2)n1	0	i	-0.4	-4	i	-1	4	4	-2	-5
CC(C)c1nc(SCC(=O)N2CCCc3ccccc32)c2c(=O)n(C)c(=O)n(C)c2n1	1	i	1.4	-1	i	6	2	-2	4	-12
CCc1ccccc1N(C)S(=O)(=O)c1ccc2[nH]cc(C(=O)O)c(=O)c2c1	4	i	27	7	i	4	3	1	-1	7
COc1ccc(CCn2c(SCC(=O)Nc3cc(C)on3)nc3ccccc3c2=O)cc1OC	2	i	0.0	-3	i	2	3	-8	-1	-11
COc1ccc(CN2CCN(CCC(C)C)C(CCO)C2)cc1Cn1cncn1 (stereo not given)	-1	i	-1.3	-6	i	2	0	5	0	-4
O=C(NCCCN1CCOCC1)NC1CCCCC1	0	i	-2.1	0	i	-2	-1	1	4	-4
CCCCC(=O)Nc1cc2nn(-c3ccc(OC)cc3)nc2cc1C	15	i	-3.5	5	i	-3	14	2	4	-3
O=C1C(=O)N(Cc2ccco2)C(c2cccc(Cl)c2)/C1=C(\O)c1ccc2c(c1)OCCO2 (stereo not given)	7	i	12	20	i	6	8	-6	6	-6
O=C(NC(Cc1c[nH]c2ccccc12)C(=O)O)c1ccc(Br)cc1 (stereo not given)	0	i	-0.1	-2	i	3	3	6	-3	2
CN(C)C(/C=C/Nc1ccccc1F)=C(C#N)C#N	-6	i	-1.1	-4	i	0	2	0	2	7
O=C(CCC1(C(=O)O)CCC(=O)NC1)NCc1ccccc1 (stereo not given)	4	i	-1.0	3	i	2	-1	3	3	-8
Cc1ccnc(NC(=O)c2cccc(NC(=O)c3ccc(Cl)cc3)c2)c1	-2	i	-0.5	1	i	-2	3	1	4	0
N#Cc1c(NC(=O)C2C3C=CC(C3)C2C(=O)O)sc2c1CCCCC2 (stereo not given)	5	i	-0.1	2	i	2	0	4	1	-9
Cc1ccccc1NC(=O)CN1C(=O)S/C(=C\c2cccn2-c2cccc(C(=O)O)c2)C1=O	2	i	4.9	15	i	23	66*	0	35	84*
COc1cccc(-n2c(SCc3ccccn3)nc3c(c2=O)SCC3)c1	-7	i	-0.1	1	i	0	1	-6	-8	2
Cc1cccc(NC(=O)/C(C#N)=C/c2ccc(Sc3ccccc3)o2)c1C	-2	i	-0.7	0	i	-2	-1	-1	-1	1
COc1ccc(N2C(=O)C(Cl)=C(Oc3cccc(OC)c3)C2=O)cc1	12	i	-0.4	-11	i	-1	-2	-3	-2	-3
COc1ccc(/C=N/NC(=O)c2cc(-c3ccccc3OC)nc3ccccc23)cc1COC(C)=O	1	i	2.9	9	+	0	-9	1	2	1
O=c1[nH]c(CN2CCN(c3ccccc3Cl)CC2)nc2ccsc12	3	i	-0.3	2	i	1	-2	1	4	-12
CC(C)Oc1ccc(CSc2ncn[nH]2)cc1	2	i	6.5	-3	i	2	5	3	-9	-3
COc1ccc(CCNC(=O)CN(c2cccc([N+](=O)[O-])c2)S(C)(=O)=O)cc1	-1	i	-1.5	-5	i	-2	-4	-2	-2	2
O=C(Nc1cccc(-c2cn3c(n2)SCC3)c1)c1ccc2ccccc2n1	-1	i	2.4	22	i	0	-17	-5	8	-5
CC(=O)c1ccccc1NS(=O)(=O)c1ccc2c(c1)CC(=O)N2	-1	i	-1.7	8	i	-4	-4	3	-2	0
Cc1cc(CN(C)C(=O)CC2C(=O)NCCN2Cc2ccc(-c3ccccc3)cc2)on1 (stereo not given)	-5	i	1.3	15	i	0	-17	-2	3	-1
COC(=O)c1cc2ccsc2n1CC(=O)Nc1cc(C)cc(C)c1	-4	i	0.1	1	i	-4	-5	-39	4	-3

Assay outcomes (PubChem)
